From PubChem
CYP2C19 activ: activators of human cytochrome P450 2C19; P33261; 96,000 tested, under 10 active; activation factor at 5 µM; AID 1025; recombinant CYP2C19, luciferin-H EGE luminescence; stronger effect = higher value; 0 = fully inhibited enzyme, 1 = untreated enzyme;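 active = activation factor of at least 2 at 5 µM in the primary screen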;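 also: 0 = wells with 2.5 mM tranylcypromine and 1 = vehicle-only wells; values of inactives mirror those of a sister screen read the other way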
CYP2C19 inh: inhibitors of human CYP2C19. AID 778. CYP2C19 Supersomes, luciferin-H EGE luminescence, 30 min. hit rate 21% among 96,000. inhibition, % at 5 µM;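 active = CYP2C19 inhibition above a set limit at 5 µM in the primary screen, cut at about 50% in these data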;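 also: plate controls were negative control wells for no effect and 2.5 mM tranylcypromine positive control for full effect; values of inactives mirror those of a sister screen read the other way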
PLAP act: activators of human placental alkaline phosphatase | P05187 | purified PLAP enzyme, luminescent substrate read-out; stronger effect = higher value | activation fold at 20 µM | hit rate 1.2% among 96,000; in the data active = activation fold above about 2
Mac1 fbg enh: increases human CD11b/CD18 adhesion to fibrinogen; hit rate 0.07% among 93,000; activation, % at 10 µM; AID 1499; K562 CD11b/CD18 adhesion to fibrinogen, ATPlite luminescence; P05107+P11215;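 active = 10 µM primary screen giving 50% or more activity, confirmed by 40% or more on retest at that dose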; also: strong numbers were not always called active; reference of the scale not given here
Target sequence (P05107 whole entry, looked up, other chains not shown): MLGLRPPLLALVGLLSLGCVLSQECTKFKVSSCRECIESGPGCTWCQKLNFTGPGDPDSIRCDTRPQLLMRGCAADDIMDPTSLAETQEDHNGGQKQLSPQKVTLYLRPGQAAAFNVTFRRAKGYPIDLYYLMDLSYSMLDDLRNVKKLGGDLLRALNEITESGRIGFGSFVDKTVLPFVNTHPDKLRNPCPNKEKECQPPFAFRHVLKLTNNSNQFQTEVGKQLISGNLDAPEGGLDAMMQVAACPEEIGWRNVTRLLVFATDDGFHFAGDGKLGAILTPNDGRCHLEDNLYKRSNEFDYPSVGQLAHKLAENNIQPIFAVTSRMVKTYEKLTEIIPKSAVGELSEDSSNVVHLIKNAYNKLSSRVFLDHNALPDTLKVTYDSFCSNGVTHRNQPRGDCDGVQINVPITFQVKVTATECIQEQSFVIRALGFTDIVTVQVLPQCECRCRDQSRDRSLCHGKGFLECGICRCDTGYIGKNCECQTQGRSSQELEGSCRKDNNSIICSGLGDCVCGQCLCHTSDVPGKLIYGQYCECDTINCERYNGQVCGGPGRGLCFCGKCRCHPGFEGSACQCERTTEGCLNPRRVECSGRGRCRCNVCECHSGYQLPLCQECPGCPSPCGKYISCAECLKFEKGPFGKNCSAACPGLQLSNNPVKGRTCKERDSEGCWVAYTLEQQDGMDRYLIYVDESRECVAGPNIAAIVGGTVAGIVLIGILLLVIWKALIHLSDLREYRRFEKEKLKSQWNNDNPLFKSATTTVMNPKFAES
CYP2C9 inh: blocks human cytochrome P450 2C9; CYP2C9 Supersomes, luciferin-H conversion, luminescence; inhibition, % at 5 µM; hit rate 20% among 96,000;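 active = blocking of liver enzyme CYP2C9 beyond about 50% at 5 µM, limit read from the data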; also: values of inactives mirror those of a sister screen read the other way
CD11b adhes inh: inhibitors of human CD11b/CD18 binding to fibrinogen | inhibition, % at 10 µM | AID 1497 | K562 CD11b/CD18 adhesion to fibrinogen, ATPlite luminescence; Mn2+ added to activate the integrin | hit rate 0.54% among 93,000;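 active = primary inhibition of 50% or more at 10 µM, then 40% or more on retest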; also: some results filed as inactive read as strong as hits
MT1-MMP txn act: activates MT1-MMP transcription; HT1080 MT1-MMP promoter luciferase reporter, luminescence, overnight; stronger effect = higher value; activation factor at 10 µM; hit rate 0.16% among 86,000;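 active = activation factor of at least 2 for MT1-MMP transcription at 10 µM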
Pyk2 oligo antag: blocks oligomerization of human Pyk2 in cells; z-score (the deposit names both 25 µM and 10 µM); Q293 cells, Pyk2 FERM NanoBiT luminescence; stronger effect = lower value; AID 1347419; hit rate 0.83% among 99,000; Q14289;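 active = Z-score of -3 or lower, scaled per plate to the spread of control and sample wells; inactive = z-score above -3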;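 also: negative z-score means lost luminescence so less FERM oligomerization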
CYP2C9 act: activators of human CYP2C9; hit rate 1.4% among 96,000; recombinant CYP2C9, luciferin-H conversion, luminescence; stronger effect = higher value; factor 1 = untreated enzyme, 0 = blocked; P11712; activation factor at 5 µM;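 active = activation factor of 2 or more for CYP2C9 at a 5 µM dose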;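 also: 0 = sulfaphenazole-blocked wells and 1 = vehicle-only wells; values of inactives mirror those of a sister screen read the other way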
* = called active by the depositor; . = no result given.

SMILES	CYP2C19 activ	CYP2C19 inh	PLAP act	Mac1 fbg enh	CYP2C9 inh	CD11b adhes inh	MT1-MMP txn act	Pyk2 oligo antag	CYP2C9 act
O=C(O)c1ccc(-c2ccccc2)[nH]1	0.3	72*	1.1	-3	-56	-10	1.3	-0.02	1.6
CSCC[C@H](NC(=O)NCc1ccccc1F)C(=O)O	0.9	13	1.2	0	20	3	1.1	0.49	0.8
Cc1ccsc1/C=C/c1ccc2cccc(O)c2n1	0.4	57*	1.3	1	73*	-17	1.5	-0.28	0.3
Cn1c(=O)c2cn3ncccc3c2n(C)c1=O	1.1	-8	0.8	2	-13	-4	1.1	.	1.1
Cc1ccc(S(=O)(=O)NCc2ccco2)cc1C	0.2	80*	0.8	-2	-172	-7	0.9	-0.67	2.7*
CN(CCOCCOc1ccc2ccccc2c1)Cc1ccccc1	0.6	39	1.5	-1	11	7	1.1	0.86	0.9
CCN(C(=O)CSc1nc2ccccc2n1CCc1ccccc1)C1CCS(=O)(=O)C1 (centres undefined)	0.3	67*	2.4*	-2	-4	-4	1	-0.27	1
Cc1cc(C)n2nc(SCc3cc(=O)oc4cc(O)ccc34)nc2n1	1.1	-14	1.4	28	20	1	1.1	.	0.8
CC(=O)NCCCc1nc2ccccc2n1Cc1ccc(C)cc1	0.8	22	1.6	0	49	-8	1	0.28	0.5
Cn1c(C(=O)NCc2cccs2)cc2oc3ccccc3c21	0.5	51*	1	-4	79*	25	1	-0.54	0.2
O=C(O)CSc1nc(-c2ccccc2)nc2c1oc1ccccc12	0.9	7	0.9	-1	91*	6	1.1	0.42	0.1
CC(NC(=O)c1ccc(-c2cc(C(F)(F)F)ccc2Cl)o1)c1ccccc1 (centres undefined)	0.9	6	1	-2	-62	-4	1.1	0.71	1.6
O=C(COC(=O)c1cnccn1)c1ccc2c(c1)CCCC2	1	0	1.2	0	-28	0	.	0.17	1.3
Cc1cccc(OCC(=O)OCC(=O)c2c(N)n(C)c(=O)n(C)c2=O)c1C	1.1	-6	1	1	-7	-5	1.1	-0.08	1.1
O=c1c2[nH]c3ccccc3c2ncn1CCN1CCNCC1	0.8	19	1	6	5	-14	1.1	3.5	0.9
Cc1ccc(-c2cn3c(n2)CCCC3)cc1	0.7	33	0.9	-2	6	-12	1.3	1.2	0.9
O=C1CN(C(=O)COC(=O)Cc2ccsc2)c2ccccc2N1	0.8	22	0.9	-3	-38	-8	1.1	0.15	1.4
CCCC(=O)N1CCN(c2ccc(NC(=O)c3ccc(Br)o3)cc2)CC1	1	2	1	5	15	8	0.9	2.2	0.8
O=C(CCn1cccc1)NCCc1ccc(Cl)cc1	0.4	59*	0.9	-3	24	-12	1.1	-0.14	0.8
COc1cc(OC)cc(C(C(=O)NCc2ccccc2)N(Cc2ccco2)C(=O)c2ccno2)c1 (centres undefined)	0.3	69*	1.3	2	60*	-8	0.9	-0.72	0.4
Cn1c(=O)c2cn3c(c2n(C)c1=O)C(c1ccccc1)CC(c1ccccc1)=N3 (centres undefined)	0.9	15	1.5	2	32	-4	1.3	0.04	0.7
COc1ccc(C(NC(=O)/C=C\c2ccco2)c2ccc(OC)c(OC)c2)cc1 (centres undefined)	1	3	1	-3	1	3	.	0.27	1
CSC1=N/C(=C\c2ccc(C)cc2)C(=O)S1	1	2	1	.	10	.	1	1.3	0.9
Cc1cc(NC(=O)C(C)(C)C)no1	1	-3	0.9	1	-3	0	1	-0.34	1
Cc1cc(NC(=O)CSc2nnc3c(C)cc4c(C)ccc(C)c4n23)no1	1.1	-7	1.1	-4	-8	16	0.7	0.19	1.1

Three compounds from above, arranged by heavy-atom count, ascending.
SMILES	CYP2C19 activ	CYP2C19 inh	PLAP act	Mac1 fbg enh	CYP2C9 inh	CD11b adhes inh	MT1-MMP txn act	Pyk2 oligo antag	CYP2C9 act
Cc1ccc(S(=O)(=O)NCc2ccco2)cc1C	0.2	80*	0.8	-2	-172	-7	0.9	-0.67	2.7*
CC(NC(=O)c1ccc(-c2cc(C(F)(F)F)ccc2Cl)o1)c1ccccc1 (centres undefined)	0.9	6	1	-2	-62	-4	1.1	0.71	1.6
Cn1c(=O)c2cn3c(c2n(C)c1=O)C(c1ccccc1)CC(c1ccccc1)=N3 (centres undefined)	0.9	15	1.5	2	32	-4	1.3	0.04	0.7

Continuation:
SMILES	CYP2C19 activ	CYP2C19 inh	PLAP act	Mac1 fbg enh	CYP2C9 inh	CD11b adhes inh	MT1-MMP txn act	Pyk2 oligo antag	CYP2C9 act
CC1(C)CC(=O)C=C(N2CCN(C3=CC(=O)CC(C)(C)C3)CC2)C1	1	-4	0.9	-2	10	-2	1.1	.	0.9
CCOc1ccc(C(=O)Nc2c3c(nn2-c2ccc(F)cc2)CS(=O)C3)cc1 (centres undefined)	1	-1	1.1	0	-6	-24	1.1	0.57	1.1
O=C(NCc1nc(-c2ccccc2)no1)c1cccs1	0.4	56*	0.9	-2	33	-5	.	1.4	0.7
c1ccc2c(-n3cccn3)cccc2c1	0.8	23	0.8	3	-7	2	1.7	-0.18	1.1
OC(CN1CCN(c2ccccc2)CC1)Cn1c2ccccc2c2ccccc21 (centres undefined)	0.7	28	0.9	-3	41	0	1.1	-1.4	0.6
COc1ccc(C2=NN(C(=O)c3cccc([N+](=O)[O-])c3)C(c3cccc([N+](=O)[O-])c3)C2)cc1 (centres undefined)	0.9	8	1.4	-2	44	-20	.	1.9	0.6
N#C/C(=C(/O)COC(=O)c1ccc2c(c1)OCCO2)c1nc2ccccc2[nH]1	0.4	60*	1.7	4	76*	0	1.1	-0.5	0.2
CCCCOc1ccc(CN2CCCCC2)cc1	1	-3	1.1	3	-3	6	1.2	1.6	1
COCCCn1c(SCC(=O)NC(C)C)nnc1-c1ccccc1	1	5	0.9	2	-6	-2	1.1	1.4	1.1
CCc1cccc2c(C#N)cn(CCOc3ccccc3OC)c12	0.7	27	0.9	.	45	.	1.2	-1.5	0.5
O=C(COc1cccc(NC(=O)c2cccc([N+](=O)[O-])c2)c1)c1ccc(Br)cc1	0.6	38	0.8	.	66*	.	.	-0.3	0.3
COc1nc(-c2ccccc2)cc(C(F)(F)F)n1	1	-3	1	0	19	-2	1	0	0.8
COc1ccc(-n2nnnc2-c2cnc3cc4c(cc3c2C)OCO4)cc1	0.7	31	1	6	46	16	.	-0.33	0.5
COc1cc(C(=O)N(Cc2cc3cc(C)ccc3[nH]c2=O)CC2CCCO2)cc(OC)c1OC (centres undefined)	0.6	35	1.2	-4	63*	2	1.4	0.71	0.4
CN(C(=O)CSc1nc(-c2ccc(F)cc2)cs1)C1CCS(=O)(=O)C1 (centres undefined)	0.6	37	0.9	-4	-264	7	1.1	0.53	3.6*
CCC1Oc2ccc(C)cc2N(Cc2cccc(C)c2)C1=O (centres undefined)	0.8	19	0.9	5	21	-10	1.1	-1.5	0.8
Cc1nc(-n2nnc3ccccc32)c2c3c(sc2n1)CCCC3	0.5	55*	1.5	0	59*	-9	1	0.43	0.4
Clc1ccc(-c2nnc(-c3ccccc3Cl)o2)cc1	1.1	-13	0.9	-5	-9	-1	1.5	-1.3	1.1
CSc1ccccc1NC(=O)CN(C)S(=O)(=O)c1ccc(F)cc1	0.6	41	0.8	0	-265	-36	1.1	0.04	3.6*
CCCn1c(SCC(=O)/C(C#N)=C(\C)N)n[nH]c1=O	0.9	9	1.2	1	11	9	1.1	0.33	0.9
CCOC(=O)N1CCC(NC(=O)c2oc3c(c2C)-c2[nH]ncc2CC3)CC1	0.7	28	1.5	0	25	1	1.1	-0.25	0.7
COc1cccc(/C=N/n2c(=S)n(C)c3cc(C)c(C)cc32)c1OC	0.8	17	1.1	.	39	.	1.2	-1.1	0.6
CCOC(=O)C1CCN(Cc2cnc(Oc3ccc(Cl)cc3C)s2)CC1	1	1	1.3	.	9	.	.	0.13	0.9
O=C1CC(C(=O)Nc2ccc(F)c(Cl)c2)N=C(N2CCCCC2)N1 (centres undefined)	0.9	7	0.9	-3	10	-6	1.1	0.97	0.9
Oc1ccc2[nH]ccc2c1	0.9	13	1.1	-1	8	-6	1.4	-0.96	0.9
Going on with the list.
SMILES	CYP2C19 activ	CYP2C19 inh	PLAP act	Mac1 fbg enh	CYP2C9 inh	CD11b adhes inh	MT1-MMP txn act	Pyk2 oligo antag	CYP2C9 act
Cc1ccc(NC(=O)c2noc3c2CCCCC3)cc1	1	3	1	-3	8	-2	1.2	-0.18	0.9
Cc1coc(C)c1C(=O)CC1(O)C(=O)N(CCc2ccccc2)c2ccccc21 (centres undefined)	0.6	42	1.3	2	45	11	1.3	0.36	0.6
CC1(C)CC(=O)c2c(nn(-c3ccccc3)c2N)C1	0.9	8	1	0	3	-12	1.1	-0.65	1
Cc1ccc(C(=O)COc2nc(C)cc(C)c2C#N)cc1	0.6	40	0.9	1	17	3	1.1	-1.2	0.8
O=C(NC1CCCC1)C(c1cccs1)N(CC1CCCO1)C(=O)Cc1cccs1 (centres undefined)	1	-2	1.1	-2	2	-4	1.1	-0.16	1
CCCn1c(=C(C#N)C#N)s/c(=C2\C=Cc3ccccc3N2CC)c1=O	0.9	7	0.9	-3	6	-5	1	-0.97	0.9
CCOC(=O)C1C(=O)C(C(=O)OCC)C(c2cccnc2)NC1c1cccnc1 (centres undefined)	0.7	33	1.1	3	22	26	1	-2	0.8
COc1ccc(C(C(=O)NC2CCCCC2)N(C(=O)c2sc(C)nc2C)c2ccc(OC)cc2)cc1 (centres undefined)	0.8	20	1.4	3	3	8	.	0.18	1
O=C(NC1CC1)c1cc(Cl)ccc1[N+](=O)[O-]	1	1	0.9	1	-4	0	.	0.12	1
CCOC(=O)N1CCN(C(=O)CSc2nnc(-c3cc(OC)cc(OC)c3)o2)CC1	0.7	30	1.3	1	29	-18	1.1	0.14	0.7
Cc1ccc(S(=O)(=O)N2CCCC(C(=O)NCCCN3CCCCC3C)C2)cc1 (centres undefined)	1.1	-7	1.3	1	2	4	1	-0.46	1
CC(C)CCNC(=O)CN(Cc1cccs1)C(=O)CCC(=O)Nc1nccs1	0.8	20	1.1	3	29	-5	.	-0.12	0.7
CCC(=O)c1c[nH]c(C(=O)NCC2CCCO2)c1 (centres undefined)	1	-5	1	-4	-7	-6	.	1	1.1
CSc1cccc(NC(=O)CSc2ccccc2)c1	0.2	84*	0.8	3	73*	5	1.3	0.08	0.3
Cc1nnc(NC(=O)CSc2cn(Cc3ccccc3)c3ccccc23)s1	1	-1	0.8	0	-9	-2	1.1	.	1.1
CCOC(=O)c1cc2cc(OC)ccc2[nH]1	0.6	38	1	-4	13	28	1.5	0.45	0.9
CCCCN(CCCNC(=O)C1CCCN(S(=O)(=O)CC)C1)Cc1ccccc1 (centres undefined)	1	3	1.4	-2	11	5	1.1	0.13	0.9

Among those listed so far, 8 contain two or more sulfur atoms:
SMILES	CYP2C19 activ	CYP2C19 inh	PLAP act	Mac1 fbg enh	CYP2C9 inh	CD11b adhes inh	MT1-MMP txn act	Pyk2 oligo antag	CYP2C9 act
CCN(C(=O)CSc1nc2ccccc2n1CCc1ccccc1)C1CCS(=O)(=O)C1 (centres undefined)	0.3	67*	2.4*	-2	-4	-4	1	-0.27	1
CSC1=N/C(=C\c2ccc(C)cc2)C(=O)S1	1	2	1	.	10	.	1	1.3	0.9
CN(C(=O)CSc1nc(-c2ccc(F)cc2)cs1)C1CCS(=O)(=O)C1 (centres undefined)	0.6	37	0.9	-4	-264	7	1.1	0.53	3.6*
CSc1ccccc1NC(=O)CN(C)S(=O)(=O)c1ccc(F)cc1	0.6	41	0.8	0	-265	-36	1.1	0.04	3.6*
O=C(NC1CCCC1)C(c1cccs1)N(CC1CCCO1)C(=O)Cc1cccs1 (centres undefined)	1	-2	1.1	-2	2	-4	1.1	-0.16	1
CC(C)CCNC(=O)CN(Cc1cccs1)C(=O)CCC(=O)Nc1nccs1	0.8	20	1.1	3	29	-5	.	-0.12	0.7
CSc1cccc(NC(=O)CSc2ccccc2)c1	0.2	84*	0.8	3	73*	5	1.3	0.08	0.3
Cc1nnc(NC(=O)CSc2cn(Cc3ccccc3)c3ccccc23)s1	1	-1	0.8	0	-9	-2	1.1	.	1.1
